From PubChem BioAssay
Her2 expr inh – Her2 kinase expression inhibition | P04626 | SKBR-3 HER2 protein level, AlphaScreen, 18-24 h; stronger effect = lower value | HER2 level % of control, % at 10 µM | hit rate 0.69% among 65,000;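 active = HER2 level under 5% of the carrier-only control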;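 also: 100% = DMSO carrier and 0% = 500 nM PU-H71 HSP90 inhibitor; lower value means stronger loss of Her2 protein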
HTR1A agonist – activates the human 5-HT1a serotonin receptor | P08908 | CHO 5-HT1a Ga15 NFAT-bla reporter, FRET ratio; 0% basal, 100% maximal reference agonist | activation, % at 10 µM | hit rate 0.56% among 65,000 | AID 567;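 active = activation above the screen-wide mean activation plus 3 SD, cut at about 19% in these data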;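 also: 0% = DMSO wells and 100% = 5-CT at EC100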
E coli RNAP – Escherichia coli RNA polymerase inhibition; P0A8V2; E. coli RNA polymerase, fluorescence transcription assay; inhibition, %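 (tested at 10 µM)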; hit rate 0.2% among 62,000; in the data active = inhibition above about 20%;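 also: 0% = enzyme without compound and 100% = no enzyme blank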
Autofluor 339 – intrinsic fluorescence of library compounds, ex339/em460 – biochemical, MLSMR library, data from DPM-DC assay, artefact control, profiling panel | compound autofluorescence, ex339/em460 nm, NADH buffer; stronger effect = higher value; 1 = no-compound wells, NADH background | fluorescence fold increase at 10 µM | hit rate 5.5% among 65,000;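 active = at 10 µM, mean starting fluorescence two-fold or more over control wells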;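 also: signal is the first read of a kinetic run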
D1 allo mod – allosteric modulators of human D1 dopamine receptor | AID 641 | P21728 | HEK293 D1, CRE-luciferase, dopamine EC30 potentiation; actives deviate in either direction | hit rate 5.9% among 58,000 | B-score at 10 µM;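 active = luminescence count or its row- and column-corrected plate score outside the 99.7% band of the plate's sample wells, on either side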
Target sequence (P21728 whole entry, looked up): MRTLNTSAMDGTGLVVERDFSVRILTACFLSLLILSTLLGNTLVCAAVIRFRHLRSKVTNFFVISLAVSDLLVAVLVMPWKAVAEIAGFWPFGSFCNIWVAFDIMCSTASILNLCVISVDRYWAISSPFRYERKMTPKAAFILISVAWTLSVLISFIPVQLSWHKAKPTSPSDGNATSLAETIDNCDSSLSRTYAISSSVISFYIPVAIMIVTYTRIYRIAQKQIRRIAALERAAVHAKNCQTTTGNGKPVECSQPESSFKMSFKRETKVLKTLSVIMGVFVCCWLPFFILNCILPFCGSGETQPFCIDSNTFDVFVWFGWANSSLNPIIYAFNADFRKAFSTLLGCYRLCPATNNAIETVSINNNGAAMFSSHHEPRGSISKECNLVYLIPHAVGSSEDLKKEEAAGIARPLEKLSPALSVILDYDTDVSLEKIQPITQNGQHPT
Hsp90 inh – displaces geldanamycin probe from tumor Hsp90. inhibition, % at 30 µM. hit rate 0.35% among 64,000. NCI-N417 lysate Hsp90, Cy3B-geldanamycin FP displacement. AID 429;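 active = inhibition above 50%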;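 also: 0% = tracer plus lysate wells and 100% = tracer alone without lysate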
M1 antag – antagonists of rat M1 muscarinic receptor. P08482. CHO-M1 cells, Fluo-4 calcium, ACh EC80 antagonist mode; stronger effect = lower value. B-score at 10 µM. hit rate 3.4% among 64,000. AID 628;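 active = calcium fluorescence response, raw or row-and-column corrected B-score, differing from the plate sample mean either way at a set confidence level, mostly lower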
Target sequence (P08482 whole entry, looked up): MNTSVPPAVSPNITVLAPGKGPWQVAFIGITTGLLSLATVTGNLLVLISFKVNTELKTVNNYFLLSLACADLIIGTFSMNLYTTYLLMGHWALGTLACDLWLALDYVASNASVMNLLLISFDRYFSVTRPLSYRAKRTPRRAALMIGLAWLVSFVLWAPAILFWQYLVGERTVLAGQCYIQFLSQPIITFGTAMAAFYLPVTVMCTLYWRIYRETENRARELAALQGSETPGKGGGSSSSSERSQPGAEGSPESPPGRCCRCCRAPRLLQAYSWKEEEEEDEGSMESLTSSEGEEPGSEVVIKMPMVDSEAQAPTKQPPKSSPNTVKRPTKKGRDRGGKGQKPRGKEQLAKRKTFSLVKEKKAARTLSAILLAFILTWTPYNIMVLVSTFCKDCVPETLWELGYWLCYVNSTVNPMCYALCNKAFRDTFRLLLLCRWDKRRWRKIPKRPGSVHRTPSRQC
M1 agonist – agonists of M1 muscarinic receptor | hit rate 3% among 64,000 | CHO-M1 cells, Fluo-4 calcium fluorescence, agonist mode; stronger effect = higher value | B-score at 10 µM | AID 626;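 active = fluorescence rise, raw or as B-score row- and column-corrected plate score, outside the 99.7% band of its plate's samples, either direction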
NADH coupling – inhibition of NAD/NADH coupling enzymes, library profiling | IC50, µM (top dose mostly 10 µM), inactives show top-dose inhibition | coupled PK/LDH NADH assays, four targets | hit rate 0.02% among 65,000;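 active = single-dose screening hits from any of four coupled enzyme assays that gave an IC50 when retested across doses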;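 also: the DPM-DC format reads NADH fluorescence rather than 340 nm absorbance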
The depositor's hits bear a star; . = no result given; [ ] = dose if it differs, or a comment.

SMILES	Her2 expr inh	HTR1A agonist	E coli RNAP	Autofluor 339	D1 allo mod	Hsp90 inh	M1 antag	M1 agonist	NADH coupling
COC(=O)c1ccccc1NC(=O)CN(C)S(=O)(=O)c1ccc(OC)c(C)c1	47.4	-0.4	3.6	1.14	0.422	-5.5	-0.59	-0.0133	4.0%
CCOC(=O)C1Cc2c([nH]c3ccccc23)C(C)N1 (centres undefined)	59.6	0.2	7.9	1.08	0.413	-2.2	0.642	-0.0117	2.0%
CCc1ccc2[nH]c(=O)c(C(c3nnnn3CC3CCCO3)N3CCN4CCCC4C3)cc2c1 (centres undefined)	81.6	-3.7	5.0	1.41	0.238	-4.6	-0.0273	-0.496	5.0%
O=c1c(CN2CCN(Cc3ccccc3)CC2)coc2ccc(Cl)cc12	116.0	-0.4	11.9	1	-0.666	3.3	-4.22*	-0.831	2.0%
CCOCCn1cnc2sc(C(=O)Nc3nc(C)c(C(=O)OCC)s3)c(C)c2c1=O	87.7	-3.0	6.6	1.07	0.517	0.4	0.0726	-0.83	5.0%
CCCC(=O)Nc1nc(-c2ccc3c(c2)OCCO3)cs1	106.5	-0.4	7.4	1.05	.	-2.4	-0.14	3.21*	4.0%
CCOC(=O)Nc1ccc2c(c1)nc(CN1CCN(C(C)=O)CC1)n2C	98.5	-0.7	-5.1	1.09	-0.378	-10.0	-1.13	-1.23	5.0%
CCOc1ccc(OCC)c(NC(=O)CCCN2C(=O)c3cccnc3C2=O)c1	114.5	-1.6	-8.6	1.02	-0.365	4.5	-0.335	0.691	4.0%
COC(=O)c1ccc(C(=O)Nc2ccc(N)cc2N)cc1	101.4	-0.4	8.7	1	0.575	-4.0	0.31	0.0698	5.0%
COC(=O)C1=C(CN2CCc3ccccc32)NC(=O)NC1c1cc(C)ccc1C (centres undefined)	73.5	-1.8	-2.0	1.05	-0.327	-9.4	0	0.0952	4.0%
Cc1ccc(CC2CC(=O)N(c3ccc(Cl)cn3)C2=O)cc1 (centres undefined)	132.0	-1.5	.	1.1	-0.534	-0.6	0.523	-0.808	6.0%
CN(CC(=O)N1CCc2ccccc21)S(=O)(=O)c1ccc(Cl)cc1	89.7	2.0	12.7	1.08	0.254	-9.9	1.02	0.351	1.0%
Cc1ccc(S(=O)(=O)N2CCCC(C(=O)NCC3COCCO3)C2)cc1 (centres undefined)	106.0	-3.2	7.8	1.08	0.222	1.2	-0.434	-0.0114	1.0%
O=C(C1CCN(S(=O)(=O)c2cccc3cccnc23)CC1)N1CCc2ccccc21	88.7	0.4	3.4	1.1	.	-3.6	0.155	-0.519	6.0%
CSc1nc(N2CCOCC2)c2ccccc2n1	87.6	1.6	2.6	1.07	9.41*	-1.5	-0.626	1.03	3.0%
CN(C(=O)c1cc2sccc2n1C)C1CCCCC1	147.8	1.2	0.6	1.04	-1.67	-1.4	-3.23*	0.754	2.0%
CCCCC(=O)Nc1ccc(NC(=O)c2cccnc2)cn1	90.7	-0.2	0.8	1.03	0.402	-3.6	0.122	-0.0647	5.0%
CCC(=O)N1CCN=C1SCc1ccc(Cl)cc1	90.4	-0.9	-10.3	1.05	0.726	4.5	-0.229	-0.828	2.0%
CC(C)CN(C(=O)COC(=O)C12CC3CC(CC(O)(C3)C1)C2)C1CCS(=O)(=O)C1 (centres undefined)	49.4	-0.4	6.7	1.02	-0.497	-1.9	0.385	0.944	7.0%
CC1=C(C(N)=O)C(c2cccs2)n2nc(-c3cccc(Cl)c3)nc2N1 (centres undefined)	82.1	-3.1	4.2	1.07	-1.33	-0.3	1	-0.411	4.0%
Cc1noc(C)c1CSCC(=O)OCc1nc2ccccc2c(=O)n1CC#N	102.5	-1.1	.	1.1	-0.478	-9.5	0.398	-1.67	5.0%
CC(=O)Nc1ccc(OC(=O)c2cccnc2)cc1	104.9	-0.1	10.1	1	0.217	2.0	-0.253	1.03	5.0%
CC1CCCCC1NC(=O)c1ccc(S(=O)(=O)NCc2ccco2)cc1 (centres undefined)	109.4	-0.6	3.7	1.11	-0.982	-0.8	-0.207	0.333	4.0%
COc1ccc(OCC(=O)N2CCN(C(=O)c3cccs3)CC2)cc1	57.6	-1.7	10.2	1.01	-0.688	0.7	0.338	0.157	4.0%
CCc1nnc(NC(=O)c2ccc(-c3cccc(C(F)(F)F)c3)o2)s1	125.3	-0.6	18.3	1.38	-0.707	0.9	-0.0496	-0.199	6.0%
SMILES	Her2 expr inh	HTR1A agonist	E coli RNAP	Autofluor 339	D1 allo mod	Hsp90 inh	M1 antag	M1 agonist	NADH coupling
CCC(=O)Nc1c(C#N)c2nc3ccccc3nc2n1-c1ccccc1C	60.3	7.2	-27.5	3.09*	3.66	-5.9	0.00371	-0.194	5.0%[fluoresces]
C=CCn1sc(N)c(C(=O)OCC)c1=S	120.9	-2.3	3.0	1	2.49	-4.5	-0.283	0.338	8.0%
O=C1c2ccccc2C(=O)N1CCCc1nc2ccccc2c(=O)n1-c1cccnc1	85.3	-1.4	8.5	1.04	0.0905	-1.4	-0.299	2.96	6.0%
CCOC(=O)N1CCC(NC(=O)Cc2cn(C)c3ccccc23)CC1	50.0	0.2	7.2	1.13	0.637	-0.1	0.749	1.24	3.0%
CCN1c2ccccc2-c2nc3ccccc3n2C1c1cccnc1 (centres undefined)	132.1	2.4	0.4	3.75*	0.343	-9.1	0.588	0.096	6.0%[fluoresces]
COc1ccccc1CNC(=O)C1CCN(S(=O)(=O)N2CC(C)CC(C)C2)CC1 (centres undefined)	105.6	1.2	1.7	0.97	0.546	-1.8	0.184	-0.737	12.0%
Cc1nc2cc(CO)ccc2n1C	61.3	-1.5	11.5	1.04	-0.579	-1.2	-5.09*	-0.0849	4.0%
Cc1cc(C)nc(N2CCC(C(=O)NC3CCCc4ccccc43)CC2)n1 (centres undefined)	113.0	-5.6	6.0	1.15	0.201	0.5	0.15	0.152	10.0%
CC(=O)N1CCc2cc(S(=O)(=O)N3CCOCC3)ccc21	75.7	-0.3	4.6	1.11	.	-4.3	1.13	-0.793	4.0%
O=C(CSC1=NCCS1)Nc1ccc(S(=O)(=O)N2CCCCCC2)cc1	95.1	-1.6	5.9	1.18	0.131	-2.2	-1.08	-0.917	12.0%
COc1ccc(N(C)S(=O)(=O)c2c(C)[nH]c(=O)[nH]c2=O)c(OC)c1	77.1	-4.2	-6.5	1.1	0.446	-1.3	0.0263	-0.0454	4.0%
Cc1c(C)c2ccc(OCc3ccc(C(=O)O)o3)c(C)c2oc1=O	93.5	6.4	4.3	3.89*	-1.49	-4.6	0.714	-0.552	4.0%[fluoresces]
Cc1nc(SCCCSc2n[nH]c(C)n2)n[nH]1	57.6	-4.6	.	1.01	0.00948	-2.9	0.00842	-0.0353	4.0%
CCOC(=O)c1cc2c(=O)n3cccc(C)c3nc2n(CC2CCCO2)c1=NC(C)=O (centres undefined)	99.2	3.3	-51.2	2.92*	1.61	-2.4	-0.469	0.62	5.0%[fluoresces]
CCOC(=O)c1sc2nc(CC(=O)OC)nc(NCC(=O)OC)c2c1C	97.8	-1.3	0.4	3.66*	.	0.9	-0.084	0.228	12.0%[fluoresces]
COC(=O)[C@H](Cc1ccccc1)NC(=O)Nc1ccc(S(N)(=O)=O)cc1	108.1	2.1	10.2	1.13	-0.51	-3.6	.	.	4.0%
COCCCNC(=O)c1c(N)n(-c2cccc(S(N)(=O)=O)c2)c2nc3ccccc3nc12	104.1	5.8	-36.6	2.96*	1.44	-6.8	-0.612	0.304	3.0%[fluoresces]
O=C(c1ccccc1)N1CCN(CC2CC=CCC2)CC1 (centres undefined)	97.7	-0.3	1.1	1.04	-0.39	0.4	-0.749	-0.712	11.0%
Cc1c(C(=O)NCc2cccnc2)sc2ncn(CC(=O)N3CCCCC3C)c(=O)c12 (centres undefined)	114.4	-1.4	2.9	1.02	-0.348	-0.8	0.607	0.0342	3.0%
COc1ccc(-n2c(Cc3cccn3C)nnc2SCC(=O)Nc2cccc(NC(C)=O)c2)cc1	88.3	-4.3	-0.9	1.05	-0.479	-4.7	0.109	-0.751	3.0%
CCc1ccc(NC(=O)CS(=O)CC(=O)Nc2ccc(F)cc2F)cc1 (centres undefined)	102.2	5.8	8.5	1.03	-1.55	-0.3	0.00176	-0.0243	6.0%
O=C(Nc1cccnc1)c1ccc(NC(=O)c2ccco2)cc1	87.2	-3.0	6.5	1.11	-0.901	-5.0	-0.335	1.32	2.0%
CCOC(=O)c1[nH]c(C)c(C(=O)c2cc(F)ccc2F)c1C	72.8	-6.3	7.2	1.08	5.66*	-2.2	-0.358	0.188	5.0%
Cc1ccc(S(=O)(=O)c2c(C)nn(C(C)(C)C)c2OC(=O)c2ccco2)cc1	84.2	-3.1	0.6	1.04	-0.105	-0.9	0.0863	0.00149	6.0%
O=C(c1cnsn1)N1CCN(c2ccccc2)CC1	74.8	-2.8	-0.2	1.09	-0.414	-1.6	0.184	0	7.0%
SMILES	Her2 expr inh	HTR1A agonist	E coli RNAP	Autofluor 339	D1 allo mod	Hsp90 inh	M1 antag	M1 agonist	NADH coupling
COc1ccc(CCN2CNc3c(c(=O)n(C)c(=O)n3C)C2)cc1OC	99.9	0.0	-4.1	1.07	-0.27	-1.4	0.103	0.198	1.0%
N#C/C(=C\Nc1ccc2c(c1)OCCO2)c1nc2ccccc2[nH]1	73.2	-0.1	2.1	1.21	-1.66	-6.2	-0.0259	-0.355	6.0%
Cc1cccc(-n2ncc3c(N4CCOCC4)ncnc32)c1	98.8	-0.8	-3.1	1.08	.	-1.8	1.75	1.04	5.0%
CN(C)S(=O)(=O)c1cc(S(=O)(=O)N(C)C)c(Cl)cc1N	95.8	-0.8	4.9	1.08	0.0331	-1.4	-0.00854	-0.255	1.0%
COc1cc(NC(=O)C2CCCCN2)ccc1OCC(C)C (centres undefined)	47.5	-2.2	2.3	1.13	.	0.9	-0.0191	0.558	4.0%
COc1ccc(OC)c(-c2nnc(SCC(=O)N3CCCc4ccccc43)o2)c1	71.2	-0.6	4.1	1.22	2.48	-2.4	.	.	5.0%

Reformatted with two lines to a compound: entries from further up
Sequence of screens – Her2 expr inh	HTR1A agonist	E coli RNAP	Autofluor 339	D1 allo mod	Hsp90 inh	M1 antag	M1 agonist	NADH coupling
CCOC(=O)c1[nH]c(C)c(C(=O)c2cc(F)ccc2F)c1C
    72.8	-6.3	7.2	1.08	5.66*	-2.2	-0.358	0.188	5.0%
Cc1ccc(S(=O)(=O)c2c(C)nn(C(C)(C)C)c2OC(=O)c2ccco2)cc1
    84.2	-3.1	0.6	1.04	-0.105	-0.9	0.0863	0.00149	6.0%
O=C(c1cnsn1)N1CCN(c2ccccc2)CC1
    74.8	-2.8	-0.2	1.09	-0.414	-1.6	0.184	0	7.0%
COc1ccc(CCN2CNc3c(c(=O)n(C)c(=O)n3C)C2)cc1OC
    99.9	0.0	-4.1	1.07	-0.27	-1.4	0.103	0.198	1.0%
N#C/C(=C\Nc1ccc2c(c1)OCCO2)c1nc2ccccc2[nH]1
    73.2	-0.1	2.1	1.21	-1.66	-6.2	-0.0259	-0.355	6.0%
Cc1cccc(-n2ncc3c(N4CCOCC4)ncnc32)c1
    98.8	-0.8	-3.1	1.08	.	-1.8	1.75	1.04	5.0%
CN(C)S(=O)(=O)c1cc(S(=O)(=O)N(C)C)c(Cl)cc1N
    95.8	-0.8	4.9	1.08	0.0331	-1.4	-0.00854	-0.255	1.0%
COc1cc(NC(=O)C2CCCCN2)ccc1OCC(C)C (centres undefined)
    47.5	-2.2	2.3	1.13	.	0.9	-0.0191	0.558	4.0%

Random draw from the library. Share with any hit: about 16%.
